# Compound activity deposited in PubChem by Johns Hopkins Ion Channel Center.
# CHT block: human CHT choline transport inhibition. hit rate 0.86% among 310,000. Q9GZV3. CHT-expressing cells, membrane potential dye, choline response; hits give low values. B-score at 10 µM;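 active = B-score over 3 SD under the library average, and starting fluorescence ratio not unusually high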;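 also: choline stimulus applied at its EC90 after an EC20 pre-addition; B-score computed on integrated fluorescence ratio after choline addition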
# Target sequence (Q9GZV3 whole entry, looked up): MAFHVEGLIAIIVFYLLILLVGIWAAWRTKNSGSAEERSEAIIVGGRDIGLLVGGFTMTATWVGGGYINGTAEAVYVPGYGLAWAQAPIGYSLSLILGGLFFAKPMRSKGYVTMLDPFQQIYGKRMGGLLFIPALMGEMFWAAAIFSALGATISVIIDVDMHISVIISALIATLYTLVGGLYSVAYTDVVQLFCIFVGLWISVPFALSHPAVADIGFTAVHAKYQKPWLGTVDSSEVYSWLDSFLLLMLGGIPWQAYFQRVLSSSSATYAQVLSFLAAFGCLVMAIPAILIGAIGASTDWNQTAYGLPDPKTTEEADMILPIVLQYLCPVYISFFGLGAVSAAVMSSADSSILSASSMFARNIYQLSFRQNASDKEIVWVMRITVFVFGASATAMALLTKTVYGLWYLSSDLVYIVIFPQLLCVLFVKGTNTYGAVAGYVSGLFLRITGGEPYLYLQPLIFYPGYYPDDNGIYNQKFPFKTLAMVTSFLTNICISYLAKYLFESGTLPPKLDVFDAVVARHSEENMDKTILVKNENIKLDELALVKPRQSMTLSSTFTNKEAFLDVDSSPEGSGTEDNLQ
# CHT PAM: allosterically activates the human high affinity choline transporter; B-score at 10 µM; hit rate 0.49% among 310,000; CHT-expressing cells, membrane potential dye, choline EC20; hits give high values; LV-AA mutant CHT in HEK293 cells; AID 488977; Q9GZV3;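 active = initial fluorescence not abnormally high and integrated response B-score, plate-corrected, over 3 SD above library mean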
# Numbers without * were called inactive; i = inactive.
SMILES,CHT block,CHT PAM
COC(=O)c1cncn1C(C)c1ccccc1 (stereo not drawn),i,i
CCOC(=O)c1c(-c2ccccc2)oc2ccc(OC(=O)N(C)C)cc12,i,i
CCCCCCn1c(=O)c(C(=O)Nc2ncccc2O)c(O)c2ccccc21,i,i
O=c1[nH]c(=S)n(Cc2ccc(F)cc2)c(O)c1C=NCc1ccc2c(c1)OCO2,i,i
Cc1cc(C)n(-c2ccc(NN=C(C#N)C#N)cc2)n1,i,i
Cc1ccc(C2N(c3ccccn3)C(=O)C3CCCN32)o1 (stereo not drawn),i,i
Cc1cc(Oc2ccc(C(F)(F)F)cc2[N+](=O)[O-])c2c3c(c(=O)oc2c1)CCC3,i,i
Clc1ccc2c(c1)C(c1ccccc1Cl)=NCc1nnc(Br)n1-2,i,i
CCN1CCN(C(=O)COc2ccc(S(=O)(=O)Nc3ccc(Cl)cc3)cc2)CC1,i,i
CCCNC1=C(C)C(=O)C2=C(C1=O)C(COC(N)=O)[C@]1(OC)C3NC3CN21 (stereo partly drawn),i,i
CCOC(=O)C(=CNc1ccc(C(O)(C(=O)OCC)C(F)(F)F)cc1C)C(=O)OCC (stereo not drawn),i,i
CCCCCn1c(=O)c(C(=O)Nc2cccc(C)n2)c(O)c2ccccc21,i,i
COc1ccc(OCC(=O)N2CCN(Cc3nc4cc([N+](=O)[O-])ccc4n3C)CC2)cc1,i,i
CC1CN(O)C2CCc3c(no[n+]3[O-])C12O (stereo not drawn),i,i
Cc1cc2c(s1)NC(=O)CN=C2c1cccs1,i,i
CCN1CC=C(c2c[nH]c3ccccc23)CC1,i,i
CCOC(=O)Cn1cc(C(=O)c2ccccc2F)c2ccccc21,i,i
COc1ccc(CCNC2CCCCC2)cc1,i,i
CCN1C[C@]2(C)CC[C@H](O)[C@]34C1[C@H](C[C@H]23)[C@@]1(O)C[C@H](OC)[C@H]2C[C@@H]4[C@@H]1C2O (stereo partly drawn),i,i
COc1ccc(C(=O)C2CCCN(Cc3ccc(F)cc3F)C2)cc1F (stereo not drawn),i,i
O=C(c1cccc2ccccc12)C1CCCN(C2CCC2)C1 (stereo not drawn),i,i
O=C1C2CCCN2C(c2cccc(Cl)c2)N1c1ccccn1 (stereo not drawn),i,i
O=S(=O)(c1ccccc1)N1CCCCC1c1cccnc1 (stereo not drawn),i,i
O=C1NC(=O)C2(Cc3ccccc3N3CCCC32)C(=O)N1Cc1ccccc1 (stereo not drawn),i,i
CC(=O)Nc1ccc([As](=O)(O)c2ccc([N+](=O)[O-])cc2)cc1,i,i
# The results go on:
SMILES,CHT block,CHT PAM
COCCCN1Cc2ccccc2C1=N,i,i
COCCCN=Cc1c(O)[nH]c(=S)[nH]c1=O,i,i
O=C1Nc2ccccc2C1Cc1nc2ccccc2c(=O)n1-c1ccccc1 (stereo not drawn),i,i
C=C(C=O)CC1CC(O)[C@]2(C)OC3CC4OC5C[C@]6(C)O[C@]7(C)CCC8OC9C[C@]%10(C)OC%11C(C)=CC(=O)OC%11CC%10OC9C[C@@H](C)C8OC7CC6O[C@]5(C)CC5OC5C4OC3CC2O1 (stereo partly drawn),i,i
Cc1ccc(N2C(=O)NC(=O)/C(=C\c3cn(CC(=O)O)c4ccccc34)C2=O)cc1,i,i
CCn1c(=N)n(Cc2ccccc2F)c2ccccc21,i,i
Cc1cc(Cl)ccc1OCC(=O)O,i,i
CCCCCCOC(=O)c1ccccc1N,i,i
CSc1ccc(CN2CCN(C(=O)COc3ccc(C)cc3)CC2)cc1,i,i
O=C(CCC(=O)N1C[C@H]2C[C@@H](C1)c1cccc(=O)n1C2)NCc1cccc(C(F)(F)F)c1,i,i
CC(=O)N1CCN(c2ccc(N=Cc3c(O)n(-c4ccc(Cl)cc4)c(=O)[nH]c3=O)cc2)CC1,i,i
Cn1cnnc1Sc1cc(N2CCNCC2)ccc1[N+](=O)[O-],i,i
CSc1nc(N2CCN(C)CC2)c2ccccc2n1,i,6.33*
CC(=O)Nc1cc([As](=O)(O)O)ccc1O,i,i
O=C1NC(=O)N(c2ccccc2)C(=O)/C1=C\c1ccc([N+](=O)[O-])s1,i,i
C=C1[C@H]2C[C@H]3[C@H]4N5C[C@]6(C)CCC[C@]47[C@H]([C@H]2O)[C@]3(C[C@]5(O)[C@H]67)[C@@H]1O,i,i
NCCc1ccccn1,i,i
S=C1NCCN1,i,i
CN(CC(=O)Nc1ccccc1-c1ccccc1)C1CCCCC1,i,i
CS(=O)(=O)NCc1nnc2n1-c1ccc(Cl)cc1C(c1ccccc1)=NC2,i,i
O=C(Cn1ncc2c3ccccc3n(Cc3ccc(F)cc3)c2c1=O)N1CCC2(CC1)OCCO2,i,i
CCCCn1c(O)c(/C(CC)=N/N2CCCCC2c2cccnc2)c(=O)[nH]c1=S (stereo not drawn),i,i
COc1ccc(CN2C(=O)NC(=O)/C(=C\c3ccc(OC)c(OC)c3OC)C2=O)cc1,i,i
COP(=O)(NC(=O)C(Cl)(Cl)Cl)OC,i,i
COC(=O)C1=C(c2ccc(S(C)(=O)=O)cc2)C[C@@H]2CC[C@H]1N2C(=O)N1CCOCC1,i,i

# By substructure, those above with a carbonyl joined to an NH by a bond outside any ring
SMILES,CHT block,CHT PAM
CCCCCCn1c(=O)c(C(=O)Nc2ncccc2O)c(O)c2ccccc21,i,i
CCCNC1=C(C)C(=O)C2=C(C1=O)C(COC(N)=O)[C@]1(OC)C3NC3CN21 (stereo partly drawn),i,i
CCCCCn1c(=O)c(C(=O)Nc2cccc(C)n2)c(O)c2ccccc21,i,i
CC(=O)Nc1ccc([As](=O)(O)c2ccc([N+](=O)[O-])cc2)cc1,i,i
O=C(CCC(=O)N1C[C@H]2C[C@@H](C1)c1cccc(=O)n1C2)NCc1cccc(C(F)(F)F)c1,i,i
CC(=O)Nc1cc([As](=O)(O)O)ccc1O,i,i
CN(CC(=O)Nc1ccccc1-c1ccccc1)C1CCCCC1,i,i
COP(=O)(NC(=O)C(Cl)(Cl)Cl)OC,i,i

# In another format: results already given.
canonical_smiles | CHT block | CHT PAM
CSc1nc(N2CCN(C)CC2)c2ccccc2n1 | i | 6.33*
CC(=O)Nc1cc([As](=O)(O)O)ccc1O | i | i
O=C1NC(=O)N(c2ccccc2)C(=O)/C1=C\c1ccc([N+](=O)[O-])s1 | i | i
C=C1[C@H]2C[C@H]3[C@H]4N5C[C@]6(C)CCC[C@]47[C@H]([C@H]2O)[C@]3(C[C@]5(O)[C@H]67)[C@@H]1O | i | i
NCCc1ccccn1 | i | i
S=C1NCCN1 | i | i

# (continued)
SMILES,CHT block,CHT PAM
CN1CCN(C(=O)COc2ccc3ccccc3c2)CC1,i,i
O=c1[nH]c(=S)n(CCC2=CCCCC2)c(O)c1C=NCc1cccnc1,i,i
CCOC(=O)C1CCN(/C=C2/C(=O)NC(=S)N(c3ccccc3F)C2=O)CC1,i,i
Cc1ccc(-c2nc3ccccc3c(=O)n2-c2cccc(O)c2)cc1,i,i
Cc1cccc(CN2CCN(CC(=O)N3CCC4(CC3)OCCO4)C2=O)c1,i,i
Cc1nc2ccccc2c(=O)n1-c1ccc(Br)cn1,i,i
OC(c1ccccc1)(c1ccccc1)C1CN2CCC1CC2 (stereo not drawn),i,i
COC(=O)C(O)(c1ccc(NC(=O)c2cccs2)cc1)C(F)(F)F (stereo not drawn),i,i
O=C(CCN1CCCCC1)NCC(=O)Nc1ccc(Br)cc1C(=O)c1ccccc1,i,i
CCCN(CCC)C1Cc2cc(OC)c(OC)cc2C1,i,i
CC(C)c1ccccc1NC1=NCCCS1,i,i
COc1cc(OC)cc(C2(C#N)CCN(C)CC2)c1,i,i
CC1CN=C(NC(C)c2ccccc2)S1 (stereo not drawn),i,i
CCCCCc1nc2ccccc2c(=O)n1-c1ccccc1[N+](=O)[O-],i,i
COc1cc(C(=O)N2C[C@H]3C[C@@H](C2)c2cccc(=O)n2C3)cc(OC)c1OC,i,i
COc1ccccc1CN1CCN(C(=O)Cc2ccccc2)CC1,i,i
Cc1ccsc1C(=O)C1CCCN(Cc2cnc(N)nc2)C1 (stereo not drawn),i,i
CCOc1ccc(N2C(=O)NC(=O)/C(=C\c3cc(OC)c(OC)cc3[N+](=O)[O-])C2=O)cc1,i,i
O=C1NC(=O)N(CCNc2ncc(C(F)(F)F)cc2Cl)C(=O)C1Cc1ccc(Cl)cc1 (stereo not drawn),i,i
CCCCCc1cc(O)c2c3c(c(=O)oc2c1)CN(C)CC3,i,i
COc1ccc(C(=O)C2CCCN(C3CSCCSC3)C2)cc1OC (stereo not drawn),i,i
NCCCP(=O)(O)CCc1ccccc1,i,i
CC(=O)Nc1ccc(OC(=O)N(C)C)cc1,i,i
CC1CCC(NC(=O)CNC(=S)N2CC3CC(C2)c2cccc(=O)n2C3)CC1 (stereo not drawn),i,i
COc1ccc(C2=NCC(=S)Nc3ccc(Cl)cc32)cc1OC,i,i
# (list continues)
SMILES,CHT block,CHT PAM
CC(=O)CC(c1ccccc1[N+](=O)[O-])c1c(O)c2ccccc2oc1=O (stereo not drawn),i,i
NCCc1c[nH]c2ccccc12,i,i
COc1cc(Cn2c(N)c(C(=O)NCc3ccco3)c3nc4ccccc4nc32)cc(OC)c1OC,i,i
Nc1cccc(N=Cc2c(O)n(Cc3ccc(F)cc3)c(=O)[nH]c2=O)c1,i,i
O=C1NC(=O)C(=Cc2ccc(N3CCOCC3)o2)C(=O)N1,i,i
CC(=O)OC(C)(C)/C=C/C(=O)C(C)(O)C1[C@H](O)C[C@@]2(C)C3CC=C4C(CC[C@@H](O)C4(C)C)[C@]3(CO)C(=O)C[C@]12C (stereo partly drawn),i,8.67*
CN1CCC(N2CC3CC(C2)c2cccc(=O)n2C3)CC1 (stereo not drawn),i,i
Cc1ccccc1C1=NCC(=S)Nc2ccc(Cl)cc21,i,i
C=CCn1c(=O)c(C=Nc2c(OC)cccc2[N+](=O)[O-])c(O)n(CCCC)c1=O,i,i
COC(=O)Cn1cc(C(=O)c2ccccc2F)c2ccccc21,i,i
CC(=O)OC1C2CCC1C(N1CCCC1)CC2 (stereo not drawn),i,i
C=CCn1c(O)c(Cc2ccc(OCC)cc2)c(=O)[nH]c1=O,i,i
Cc1nn(Cc2ccccc2)c(C)c1C(=O)OCC(=O)NCc1ccco1,i,i
Cc1ccc(-n2c(O)c(C=NCC3CCCO3)c(=O)[nH]c2=O)c(C)c1 (stereo not drawn),i,i
CN(C)S(=O)(=O)c1cccc(C(=O)N2CCC(C(=O)O)(c3ccccc3)CC2)c1,i,i
COc1ccc(Br)cc1CN1CCN(CCO)CC1,i,i
CN1C2CCC1CC(OC(=O)c1cc(Cl)cc(Cl)c1)C2 (stereo not drawn),i,i
Cc1cc(OC(=O)c2ccco2)c2c3c(c(=O)oc2c1)CCC3,i,i
COc1ccc(-n2c(/C=C/c3cccc(F)c3)nc3ccccc3c2=O)c(OC)c1,i,i
C=CCC1(CN2CCCC2=O)C(=O)NC(=O)NC1=O,i,i
OCC[n+]1c2ccccc2nc2ccc(N3CCOCC3)cc21,i,i
CCOC(=O)C(O)(c1ccc(N(C)C(=O)c2ccc(Cl)c(Cl)c2)cc1)C(F)(F)F (stereo not drawn),i,i
Cc1cc(Cl)ccc1OCCCC(=O)NCc1cccs1,i,i
CCN(N=Nc1nonc1OC)c1nonc1OC,i,i
O=C1NC(=O)C(=Cc2csc3ccccc23)C(=O)N1,i,i
# New compounds follow:
SMILES,CHT block,CHT PAM
CN1CCN(c2c[nH]c(=O)[nH]c2=O)CC1,i,i
Cc1ccc(C(=O)C2(C)N(O)C(C)C(c3cccs3)=[N+]2[O-])cc1 (stereo not drawn),i,i
Cc1cc(C)nc(NC2=NCCS2)n1,i,i
Cc1nc(CCl)cc(=O)[nH]1,i,i
O=c1c2ccccc2nc(/C=C/c2ccc(F)cc2)n1-c1ccccc1O,i,i
CC(=O)CC(C)(C)n1c[n+](C)nn1,i,i
CN(C)C(=O)O/N=C(\N)COc1ccc(C(C)(C)C)cc1,i,i
O=C1/C(=C/c2cc([N+](=O)[O-])ccc2Cl)N2CCC1CC2,i,i
C=CCn1c(O)c(C(CC)=NCc2cc(OC)cc(OC)c2)c(=O)[nH]c1=O,i,i
O=C(N/N=C/c1c(O)n(-c2cccc3ccccc23)c(=O)[nH]c1=O)c1ccncc1,i,i
COc1ccc(N2C(=O)/C(=C/c3ccc(OC)c(OC)c3)C(=O)NC2=S)cc1,i,i
O=C(Nc1cccc(Br)c1)c1c(O)c2c(n(Cc3ccccc3)c1=O)CCCC2,i,i
C/C(=N\N=C(N)N)c1ccccc1,-9.9*,i
COc1ccc(CC2C(=O)NC(=O)N(c3ccccc3)C2=O)c(OC)c1 (stereo not drawn),i,i
COc1ccc(CCNCc2ccncc2)cc1OC,i,i
COc1ccc(-n2c(/C=C/c3ccc4c(c3)OCO4)nc3ccccc3c2=O)cc1,i,i
O=c1[nH]c(=O)n(Cc2ccco2)c(O)c1C=NCCN1CCOCC1,i,i
CCCn1ncc(C(=O)O)c1C,i,i
Cc1cc(O)c2c3c(c(=O)oc2c1)CCC(C)C3 (stereo not drawn),i,i
CN1CCN(C(=O)O[C@H]2c3nccnc3C(=O)N2c2ccc(Cl)cn2)CC1,i,6.87*
CC(C)Oc1ccc(C2C(C#N)=C(N)Oc3c2c(=O)oc2ccccc32)cc1 (stereo not drawn),i,i
O=C(Nc1ccc(Cl)cc1C(=O)c1ccccc1)c1ccccc1,i,i
O=c1c2ccccc2[nH]c(=S)n1-c1ccc(Br)cc1,i,i
COC(=O)c1ccccc1OP1(=O)COc2ccccc2OC1,i,i
Cc1cc(=O)oc2cc3c(cc12)CCCN3,i,i
# (cont.)
SMILES,CHT block,CHT PAM
COC(=O)C1=C(c2ccc(S(C)(=O)=O)cc2)C[C@@H]2CC[C@H]1N2C(=O)NCc1cccc2ccccc12,i,i
COC(=O)COc1ccc(/C=C2\C(=O)NC(=S)N(c3ccc(C)cc3)C2=O)cc1OC,i,i
COc1ccc(NP(=O)(Oc2ccccc2OC)Oc2ccccc2OC)cc1,i,i
c1cc2c(cc1CN1CCNCC1)OCO2,i,i
CN(C)CCSCc1nnc2n1-c1ccc(Cl)cc1C(c1ccccc1Cl)=NC2,i,i
CN1Cc2cccnc2N(C)Cc2cc(Cl)ccc21,i,i

# A portion of the library; count on the stated rates, not on these rows.
